# GAA inh: alpha-glucosidase (human) inhibition; P10253; hit rate 0.005% among 200,000; purified human GAA, 4-MU-alpha-glucoside fluorescence; Potency, µM (titrated, usually from 76.9 µM), inactives show at the highest dose activity change, negative = inhibition, hits mostly inhibitors; AID 1466;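 also: plate controls were uninhibited enzyme wells for no effect and no-enzyme background for full effect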
#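 Read-out is 4-methylumbelliferone fluorescence (Ex 365/Em 440 nm) after NaOH/glycine stop at pH 10. Enzyme 4 nM, substrate 400 uM, pH 5.0 citrate buffer, 20 min room temperature; AC50 from Hill-equation concentration-response.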
# HTT ATP protect: protects HTT-Q103 PC12 cells, measured by ATP | PC12 HTT-Q103 induced, cytoprotection, ATP luminescence, 40 h | Potency, µM (top dose mostly 56.4 µM), for inactives: cytoprotection (ATP increase), usual class: activators | hit rate 0.14% among 230,000 | AID 1471;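 also: % of control where 0% means no effect; nearly all actives have a fitted effect of over 45% in size; toxic huntingtin expression switched on by the ecdysone agonist tebufenozide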
#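 ATP quantification (ATPlite) reports survival of PC12 cells in which tebufenozide, 100 nM final, switches on Htt exon 1 with 103 glutamines linked to GFP; compounds are titrated.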
# GAA spleen mod: lysosomal alpha-glucosidase (human) modulation; Potency, µM (top dose mostly 79.9 µM), for the others: at the top dose activity change, negative = inhibition, usual class: inhibitors; human spleen homogenate, 4-MU-alpha-glucoside fluorescence; AID 2112; hit rate 0.006% among 240,000;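 also: 0% = enzyme with vehicle and -100% = no enzyme basal signal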
#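 Compounds were titrated against alpha-glucosidase in spleen homogenate at pH 5.0, with 1 mM 4-methylumbelliferyl substrate for 40 min at 37 C. Reactions were quenched with pH 10 NaOH/glycine and fluorescence measured.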
# GAA glycogen mod: inhibitors or activators of human alpha-glucosidase glycogen cleavage; hit rate 0.38% among 300,000; recombinant GAA, glycogen substrate, Amplex Red glucose oxidase fluorescence; P10253; AID 2100; Potency, µM (top dose mostly 76.4 µM), inactives show at the top dose activity change, negative = inhibition, most hits filed as inhibitors;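 also: 0% = full enzyme reaction and -100% = no-enzyme basal signal; the screen sought inhibitors and activators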
#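 Recombinant human alpha-glucosidase (4 nM final) hydrolysed bovine liver glycogen (30 ug) for 40 min at 37 C in pH 5.0 citrate/phosphate with 0.01% Tween-20. Released glucose detected by glucose oxidase/Amplex Red, Ex 573/Em 610 nm. Compounds up to 77 uM; AC50 from Hill fits.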
# Tau FP inhib: inhibitors of human tau fibril formation | hit rate 0.39% among 280,000 | K18 P301L tau heparin fibrillization, Alexa594 FP, 6 h | Potency, µM (doses to about 57.7 µM), for the others: at the top dose activity, negative = inhibition, most hits filed as inhibitors | AID 1468 | P10636; also: % is scaled to controls: 0 for no effect and ±100 for the full control effect; nearly all actives have a fitted effect of over 55% in size
# Target sequence (P10636 561-689 P618L limits assumed): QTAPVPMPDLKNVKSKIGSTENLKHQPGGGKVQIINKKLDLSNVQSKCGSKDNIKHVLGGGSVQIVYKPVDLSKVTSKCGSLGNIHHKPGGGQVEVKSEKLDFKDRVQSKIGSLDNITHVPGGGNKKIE
#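 Human K18 P301L fragment (15 uM unlabeled plus 0.24 uM Alexa 594-labeled) in 100 mM sodium acetate pH 7 with compound, aggregation induced by 20 uM heparin for 6 hr at 37 C. ThT (30 uM) added for 1 hr, then Alexa 594 FP read.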
# aGal spleen mod: alpha-galactosidase A (human) modulation; Potency, µM (titrated, usually from 80 µM), inactives show top-dose activity change, negative = inhibition, most hits filed as inhibitors; hit rate 0.008% among 240,000; human spleen homogenate, 4MU-alpha-Gal fluorescence, 40 min;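 also: 0% = enzyme with vehicle and -100% = no enzyme basal signal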
# Target sequence (P06280 32-429 limits assumed): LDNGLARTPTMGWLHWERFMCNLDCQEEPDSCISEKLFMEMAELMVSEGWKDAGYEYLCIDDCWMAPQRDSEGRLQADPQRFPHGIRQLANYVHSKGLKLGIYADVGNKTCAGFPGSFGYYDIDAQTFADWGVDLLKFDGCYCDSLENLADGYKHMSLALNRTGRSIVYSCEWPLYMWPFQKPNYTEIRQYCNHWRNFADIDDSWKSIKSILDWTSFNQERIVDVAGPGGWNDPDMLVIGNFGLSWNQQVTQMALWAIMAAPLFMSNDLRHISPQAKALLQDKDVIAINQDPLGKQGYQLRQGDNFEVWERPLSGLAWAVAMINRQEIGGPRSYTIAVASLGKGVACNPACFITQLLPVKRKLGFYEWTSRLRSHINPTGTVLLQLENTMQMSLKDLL
#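 Fluorogenic readout (Ex 365/Em 440 nm) of 4-methylumbelliferone released from 1 mM 4-MU-alpha-galactoside by spleen homogenate, 40 min at 37C, pH 5.0. Data normalized to no-enzyme and enzyme controls; Hill-equation AC50 from compound titrations.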
# Tau ThT inhib: blocks human tau fibril formation measured by thioflavin T; P10636; recombinant tau K18 P301L, heparin-induced fibrillization, ThT fluorescence; Potency, µM (doses to about 57.4 µM), inactives show at the top dose activity, negative = inhibition, actives largely listed as inhibitors; hit rate 2.1% among 270,000; also: % is scaled to controls: 0 for no effect and ±100 for the full control effect; nearly all actives have a fitted effect of over 55% in size
#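 K18 P301L tau (15 uM + 0.24 uM Alexa 594-tagged), heparin 20 uM, NaOAc pH 7, 6 h 37 C; ThT 30 uM, 1 h RT, ex 450/em 510 nm.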
# Tau fluor counter: counter-screen for tau fibril formation inhibitors; tau K18 P301L (four-repeat tau fragment) Alexa594 fluorescence, heparin fibrillization; Potency, µM (top dose mostly 57.7 µM), inactives show top-dose activity change, negative = decrease; hit rate 0.93% among 280,000; AID 1463; also: % is scaled to controls: 0 for no effect and ±100 for the full control effect; nearly all actives have a fitted effect of over 55% in size
#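 Human K18 P301L tau (15 uM unlabeled plus 0.24 uM Alexa 594-labeled, final) in 100 mM sodium acetate pH 7 was mixed with compound and 20 uM heparin and incubated 6 hr at 37 C.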
# * hit, by the source's call; ? = inconclusive; . = no result given; [ ] = another dose, or the depositor's remark. Calls follow the shape of the dose curve; as a rule, active = well fitted curve in the direction sought with a large enough effect; inconclusive = small, poorly fitted or top-dose-only effect, or another doubt; inactive = no such curve, though single readings can be large; an effect the other way counts as inactive or inconclusive. Potency is read from the fitted curve at half-maximal effect.
# The opening 3 entries (preview)
# Assay codes – A = GAA inh; B = HTT ATP protect; C = GAA spleen mod; D = GAA glycogen mod; E = Tau FP inhib; F = aGal spleen mod; G = Tau ThT inhib; H = Tau fluor counter
O=C(NC1CCN(C(=O)N2c3ccccc3Sc3ccccc32)CC1)c1ccccc1F
  A = ?	B = -98.2%[inhibitor]	C = -19.5%	D = -25.9%	E = 9.6%	F = 2.4%	G = ?	H = -27.6%

O=C(COc1ccccc1C(=O)NCC1CCCO1)Nc1ccc(Cl)cc1Cl (configuration not stated)
  A = 2.7%	B = 7.9%	C = 1.1%	D = 24.8%	E = -0.3%	F = -5.8%	G = -4.0%	H = -13.7%

CC(=O)N1CCC(N(Cc2ccco2)C(=O)Nc2ccc(C)c(Cl)c2)CC1
  A = .	B = .	C = .	D = -5.5%[76.3 µM]	E = 1.2%	F = .	G = -2.1%	H = -5.3%

# The whole of this part, repeating the preview:
# Assay codes – A = GAA inh; B = HTT ATP protect; C = GAA spleen mod; D = GAA glycogen mod; E = Tau FP inhib; F = aGal spleen mod; G = Tau ThT inhib; H = Tau fluor counter
O=C(NC1CCN(C(=O)N2c3ccccc3Sc3ccccc32)CC1)c1ccccc1F
  A = ?	B = -98.2%[inhibitor]	C = -19.5%	D = -25.9%	E = 9.6%	F = 2.4%	G = ?	H = -27.6%

O=C(COc1ccccc1C(=O)NCC1CCCO1)Nc1ccc(Cl)cc1Cl (configuration not stated)
  A = 2.7%	B = 7.9%	C = 1.1%	D = 24.8%	E = -0.3%	F = -5.8%	G = -4.0%	H = -13.7%

CC(=O)N1CCC(N(Cc2ccco2)C(=O)Nc2ccc(C)c(Cl)c2)CC1
  A = .	B = .	C = .	D = -5.5%[76.3 µM]	E = 1.2%	F = .	G = -2.1%	H = -5.3%

CCOn1c(=O)c[n+]([O-])c2ccccc21
  A = -2.9%	B = .	C = 1.9%	D = -6.0%	E = 5.9%	F = 7.2%	G = 0.9%	H = 7.0%

COc1ccc([N+](=O)[O-])cc1NC(=O)CCSCCc1ccccn1
  A = 0.4%	B = -31.6%	C = -1.8%	D = 4.4%	E = 1.7%	F = -13.4%	G = -4.6%	H = -6.0%

CC(C)CCNC(=O)CCCc1ccccc1
  A = 9.9%	B = -24.9%[1.9 µM]	C = 4.4%	D = -4.8%	E = 4.1%	F = 9.9%	G = 2.1%	H = 2.4%

COc1cccc(OC)c1/C(O)=C(\C#N)c1nc2ccccc2[nH]1
  A = -1.6%	B = -22.9%	C = 0.8%	D = -11.1%	E = -1.5%	F = 14.1%	G = -18.5%	H = -15.9%

CCn1c(CSc2nc3ccccc3s2)nnc1SCC(=O)OC(C)(C)C
  A = -26.3%	B = -8.0%	C = -0.8%	D = 6.0%	E = 12.3%	F = 3.7%	G = -3.6%	H = -1.9%

N#CC1(C#N)C(C(N)=O)C1c1ccccc1 (configuration not stated)
  A = 8.5%	B = .	C = -8.0%	D = -1.6%	E = 3.2%	F = -1.8%	G = 7.3%	H = 8.8%

CCCCCOC(=O)C(C)Sc1n[nH]c(=O)[nH]c1=O (configuration not stated)
  A = -0.4%	B = -23.1%	C = -0.7%	D = 10.4%	E = -1.4%	F = 0.2%	G = -16.7%	H = -18.8%

O=C1N(Cc2cccnc2)C[C@@H]2C[C@@H](c3ccc(-c4ccccc4)cc3)N3CCC[C@@]123
  A = ?	B = 0.2%[10 µM]	C = -0.2%	D = 6.5%	E = -10.9%	F = 4.5%	G = ?	H = -4.8%

CCOc1cc2c(C#N)c(N3CCNCC3)nc(N)c2c(N)n1
  A = 14.3%	B = -16.5%	C = -3.7%	D = 5.1%	E = 4.7%	F = 0.6%	G = -17.4%	H = -22.2%

Cc1ccc(S(=O)(=O)N(C)C)cc1-n1c(SCC(=O)Nc2ccc(F)cc2Cl)nc2ccccc2c1=O
  A = -2.2%	B = -8.4%[10 µM]	C = 1.8%	D = 5.0%	E = 4.6%	F = 0.0%	G = 18.9%	H = 14.9%

O=C(NC(=S)Nc1ccccc1N1CCOCC1)c1ccc(-c2cccc(Cl)c2)o1
  A = 4.5%	B = 4.0%[10 µM]	C = 6.2%	D = -15.0%	E = -11.4%	F = 2.1%	G = -5.8%	H = -19.7%

COc1ccccc1-c1nnc(SCC(=O)NC2CCS(=O)(=O)C2)n1N (configuration not stated)
  A = -0.2%	B = 14.5%	C = -18.2%	D = 3.0%	E = -4.2%	F = -0.6%	G = -3.0%	H = 0.4%

CCOc1cc(CNCCCN2CCOCC2)cc(Br)c1OCc1ccccc1Cl
  A = -2.9%	B = 24.6%[10 µM]	C = -5.4%	D = -1.8%	E = 6.8%	F = -1.7%	G = ?	H = -8.7%

CCOC(=O)c1sc(SC)c2c1CCC/C2=N/OC
  A = .	B = 1.4%[10 µM]	C = -1.0%	D = 2.1%	E = 3.5%[0.0958 µM]	F = -2.2%	G = .	H = 4.1%[0.0958 µM]

CC(CNC(=O)C(C)(C)C)NC(=O)C(C)(C)C (configuration not stated)
  A = 1.4%	B = 16.8%[10 µM]	C = 2.4%	D = -0.1%	E = -10.5%	F = 8.2%	G = 4.6%	H = 2.3%

COc1cc(OC)c(NC(=O)CSc2nc3ccncc3[nH]2)cc1Cl
  A = .	B = .	C = .	D = 11.5%[76.3 µM]	E = 0.8%	F = .	G = -3.7%	H = -2.1%

COCCN(CCOC)S(=O)(=O)c1ccc(C(=O)Nc2nc(-c3ccncc3)cs2)cc1
  A = -12.5%	B = -11.9%	C = 3.1%	D = -14.0%	E = -1.7%	F = -2.0%	G = -9.0%	H = -13.2%

CC1(C)Cc2nc(-c3ccccc3)n3cnnc3c2CO1
  A = -0.1%	B = 3.3%	C = -3.4%	D = -0.1%	E = -8.0%	F = -1.0%	G = -1.5%	H = -7.7%

Cc1ccc(CSCCNS(=O)(=O)c2ccccc2)cc1
  A = -5.0%	B = -0.6%[10 µM]	C = 0.6%	D = -4.9%	E = -0.9%	F = 7.7%	G = -12.9%	H = -21.8%

CC(C)COc1cc(=O)[nH]c(SCC(C)C)n1
  A = 1.9%	B = 4.9%[0.074 µM]	C = 0.6%	D = -5.1%	E = -2.6%	F = 5.6%	G = -6.4%	H = -1.4%

Cc1cccc(N2CCN(C(=O)c3ccc4c(c3)OCCO4)CC2C)c1 (configuration not stated)
  A = 13.3%	B = -18.9%	C = 4.6%	D = 0.6%	E = 8.1%	F = 7.4%	G = -17.9%	H = -9.5%

CCN1/C(=C/C(=S)Nc2ccccc2)Sc2ccccc21
  A = .	B = 5.9%[10 µM]	C = -4.1%	D = -9.8%	E = 13.2%	F = -5.0%	G = 3.55µM*	H = 10µM*[quencher]

N#CCCN(Cc1cccnc1)C(=O)c1sc2cc(F)ccc2c1Cl
  A = 3.0%	B = 1.4%[10 µM]	C = 3.8%	D = 10.6%	E = 3.3%	F = 2.4%	G = 18.9%	H = 16.0%

O=C1CCCC=C1[C@H](O)c1ccc([N+](=O)[O-])cc1
  A = .	B = -9.5%[10 µM]	C = -0.3%[17.4 µM]	D = .	E = -4.2%[11.6 µM]	F = -15.1%[17.5 µM]	G = -5.4%[11.5 µM]	H = -8.3%[11.6 µM]

OC(COc1cccc2ccccc12)CN1CCN(c2ccccn2)CC1 (configuration not stated)
  A = 0.1%	B = -9.5%	C = -10.4%	D = -1.4%	E = -3.4%	F = 1.6%	G = ?	H = -23.1%

CC1CCN(C(=O)Cn2nnc(-c3cccs3)n2)CC1
  A = 0.9%	B = 17.5%[10 µM]	C = -0.4%	D = -15.7%	E = -1.6%	F = 2.0%	G = -7.1%	H = -10.4%

O=C1C2CCCN2C(c2ccc(F)c(F)c2)N1c1cccc(Cl)c1 (configuration not stated)
  A = -3.6%[15.4 µM]	B = 2.4%	C = -3.3%	D = 1.6%	E = -0.9%	F = -1.9%	G = 2.1%	H = -1.3%

CCOC(=O)C1(CC)NC(c2ccc(OC)cc2OC)C2C(=O)N(C)C(=O)C21 (configuration not stated)
  A = 8.5%	B = 4.6%[10 µM]	C = -1.4%	D = 10.7%	E = 6.3%	F = 4.7%	G = -4.0%	H = -4.8%

Cc1c(C(N)=O)c(-c2ccccc2)nn1-c1ccccc1
  A = -5.1%	B = .	C = -9.5%	D = -5.8%	E = 3.7%	F = 5.5%	G = 1.4%	H = 2.8%

Cn1c(=O)c2cc(C(=O)Nc3cccc(C#N)c3)sc2c2ccccc21
  A = .	B = .	C = .	D = -16.3%[76.3 µM]	E = -10.4%	F = .	G = -5.1%	H = -7.4%

COc1cc(C2=Nc3ccc(Br)cc3C(c3ccccc3)N2CC(=O)NN)cc(OC)c1OC (configuration not stated)
  A = -6.8%[15.4 µM]	B = 21.6%[10 µM]	C = 8.0%	D = -5.9%	E = -1.5%	F = -0.4%	G = -3.0%	H = -1.2%

CCCC(C(=O)NCc1ccco1)N(C(=O)CNS(=O)(=O)c1ccccc1)c1ccccc1OC (configuration not stated)
  A = 11.9%	B = 12.0%	C = -24.0%	D = -7.7%	E = 4.0%	F = 1.9%	G = -5.1%	H = 1.1%

COc1ccc(NC(=O)/C=C/C(=O)O)c(OC)c1
  A = .	B = 5.7%[10 µM]	C = 0.6%	D = ?	E = -1.5%	F = 1.6%	G = .	H = 4.7%

COc1ccccc1NC(=S)N(Cc1ccccn1)Cc1ccccc1Cl
  A = -2.2%	B = -26.9%	C = -0.7%	D = -8.1%	E = -2.6%	F = -5.1%	G = -12.7%	H = ?

COc1cc(C(=O)Nc2ccc3nc(SCc4ccccc4)sc3c2)cc(OC)c1OC
  A = .	B = .	C = .	D = -6.0%[76.3 µM]	E = ?	F = .	G = -9.6%	H = ?

COC(=O)c1cc2n(n1)CCCNC2=O
  A = 5.8%	B = -1.0%	C = 4.2%	D = 2.3%	E = 0.3%	F = 0.2%	G = 12.0%	H = 4.4%

CC(C)Oc1ccccc1C1CC(=O)Nc2cc3c(cc21)OCCO3 (configuration not stated)
  A = 4.5%	B = -115.3%[inhibitor]	C = -1.5%	D = -7.5%	E = -4.7%	F = -2.2%	G = -13.2%	H = -9.4%

Cc1ccc(N/N=C(\C#N)C(=O)c2ccsc2)cc1
  A = -34.8%	B = -3.1%[10 µM]	C = -5.9%	D = 1.6%	E = 9.6%	F = 3.1%	G = 14.1µM*	H = ?
